# Source: PubChem BioAssay
# tim10-1 inh: growth inhibitors of tim10-1 mutant yeast, primary screen, luminescence, uHTS. actives 2.2% (n = 330,000). S. cerevisiae tim10-1 ts strain growth, BacTiter-Glo, 24 h. inhibition, % at 20 µM;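 active = inhibition of at least 40%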;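 also: mutant grown at 25 °C; 0% = DMSO wells with yeast and 100% = wells holding no yeast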
# Mdm2 MdmX PPI: inhibitors of human Mdm2-MdmX association, primary screen, cell-based, luminescence, split luciferase, SaOS-2, uHTS; inhibition, % at 8 µM; SaOS-2 split-luciferase Mdm2/MdmX complementation; actives 3% (n = 330,000);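 active = inhibition of at least 50% at 8 µM in the primary screen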
# Target sequence (O15151 whole entry, looked up): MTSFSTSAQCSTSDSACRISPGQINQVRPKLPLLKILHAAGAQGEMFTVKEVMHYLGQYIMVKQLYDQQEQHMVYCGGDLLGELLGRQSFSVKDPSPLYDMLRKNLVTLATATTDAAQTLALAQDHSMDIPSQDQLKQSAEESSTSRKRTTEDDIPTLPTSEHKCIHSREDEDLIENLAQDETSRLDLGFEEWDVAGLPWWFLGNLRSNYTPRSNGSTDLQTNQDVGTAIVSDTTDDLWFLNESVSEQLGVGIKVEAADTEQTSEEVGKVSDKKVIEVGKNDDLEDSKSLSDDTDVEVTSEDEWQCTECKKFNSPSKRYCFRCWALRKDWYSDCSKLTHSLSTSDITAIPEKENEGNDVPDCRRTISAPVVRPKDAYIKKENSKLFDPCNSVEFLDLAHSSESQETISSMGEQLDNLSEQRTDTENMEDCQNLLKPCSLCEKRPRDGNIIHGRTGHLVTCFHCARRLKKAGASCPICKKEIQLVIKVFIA
# Target sequence (Q00987 whole entry, looked up): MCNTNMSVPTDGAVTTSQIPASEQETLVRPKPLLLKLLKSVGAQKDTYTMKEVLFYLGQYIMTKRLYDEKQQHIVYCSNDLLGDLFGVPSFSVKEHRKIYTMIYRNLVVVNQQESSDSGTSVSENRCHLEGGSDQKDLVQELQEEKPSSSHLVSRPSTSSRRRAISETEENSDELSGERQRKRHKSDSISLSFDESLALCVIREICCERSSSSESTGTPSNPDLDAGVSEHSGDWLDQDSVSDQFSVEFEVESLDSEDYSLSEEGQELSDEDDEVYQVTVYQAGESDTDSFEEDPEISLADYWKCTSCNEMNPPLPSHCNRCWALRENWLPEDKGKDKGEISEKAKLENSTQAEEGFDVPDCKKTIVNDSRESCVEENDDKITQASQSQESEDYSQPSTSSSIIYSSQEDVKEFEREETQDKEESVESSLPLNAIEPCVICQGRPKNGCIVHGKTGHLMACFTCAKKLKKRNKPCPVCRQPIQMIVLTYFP
# tim23-1 inh: growth inhibitors of tim23-1 mutant yeast, primary screen, luminescence, uHTS | S. cerevisiae tim23-1 growth, BacTiter-Glo luminescence, 24 h | inhibition, % at 20 µM | actives 1.3% (n = 330,000) | AID 463212, 2010;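 active = growth inhibition of the mutant yeast at or above 50%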;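 also: temperature-sensitive mutant grown at 25 °C; plate controls were DMSO-treated mutant yeast for no effect and medium wells lacking yeast for full effect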
# TIM10 inh: growth inhibitors of isogenic TIM10 control yeast, primary screen, counter-screen for tim10-1 yeast inhibitor project, luminescence, uHTS. S. cerevisiae TIM10 strain growth, BacTiter-Glo luminescence, 24 h. inhibition, % at 10 µM. actives 1.4% (n = 330,000). AID 463195, 2010;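 active = inhibition of 40% or more at the single tested concentration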;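 also: wild-type TIM10 isogenic control strain grown at permissive 25 °C; 0% = DMSO yeast wells and 100% = minimal medium wells without yeast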
# 697 NFkB inh: inhibitors of PMA/ionomycin-induced NF-kB reporter, 697 cells, primary screen, B-cell NF-kB inhibitor project, cell-based, luminescence, uHTS. actives 0.33% (n = 330,000). inhibition, % at 4 µM. 697 B-cell NF-kB luciferase reporter, 16 h; in the data active = inhibition above about 35%
# Jurkat NFkB inh: inhibitors of induced NF-kB luciferase reporter, primary screen, TCR NF-kB activation inhibitor project, cell-based, luminescence, uHTS; Jurkat, PMA/ionomycin-induced NF-kB luciferase reporter; inhibition, % at 4 µM; actives 0.53% (n = 330,000); in the data active = inhibition above about 50%
# XBP1 UPR activ: activators of adaptive XBP1 UPR arm, primary screen, cell-based, CHO-XBP1 luciferase reporter, luminescence, uHTS | activation, % at 20 µM | actives 0.33% (n = 330,000) | IRE1-XBP1 UPR activation; percent of tunicamycin response, DMSO as zero;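 active = versus positive control, 20 µM dose yields 30% or more activation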;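 also: 100% = tunicamycin at 10 µg/mL and 0% = DMSO only wells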
#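 assay system = CHO-XBP1 luciferase reporter cells | amount = 1000 cells/well | buffer or medium = F12 plus 10% FBS | compound dosing = single point, 20 µM final compound, 1% DMSO | incubation = 16-18 h cell attachment at 37 °C, then 6 h compound exposure | detection = Steady-Glo luminescence read | controls = tunicamycin 10 µg/mL and vehicle-only wells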
# CHOP UPR activ: activators of apoptotic CHOP UPR arm, primary screen, cell-based, CHO-CHOP luciferase reporter, luminescence, uHTS. UPR activation; percent of tunicamycin response over DMSO baseline. activation, % at 10 µM. actives 0.34% (n = 330,000). AID 449763, 2010;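 active = at 10 µM dose, activation of 40% or more, normalized to positive control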;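 also: 100% = tunicamycin at 10 µg/mL and 0% = DMSO alone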
#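 Assay system: CHO-CHOP cells, stable luciferase reporter of PERK-eIF2a-CHOP signalling / Buffer or medium: F12 plus 10% serum / Compound dosing: one dose, 10 µM in 0.5% DMSO / Times: 6 h compound treatment, 37 °C / Technique: luciferase luminescence / Read-out: % reporter activation, DMSO baseline versus tunicamycin full activation / Benchmarks: tunicamycin and DMSO controls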
# * marks the source's active call; other numbers are inactive results.
SMILES,tim10-1 inh,Mdm2 MdmX PPI,tim23-1 inh,TIM10 inh,697 NFkB inh,Jurkat NFkB inh,XBP1 UPR activ,CHOP UPR activ
COc1cc2nc(CN(C)Cc3nc4ccccc4c(=O)[nH]3)[nH]c(=O)c2cc1OC,2,10,-1,-4,19,-1,0,-1.3
CCOC(=O)N1CCN(C(=O)CC(C)S(=O)(=O)c2cc3c(cc2C)NC(=O)CO3)CC1 (stereo unspecified),23,16,15,-5,5,3,-3,-2.4
Cc1ccc(S(=O)(=O)CC(=O)Nc2sc(C)c(C)c2C(N)=O)cc1,22,-43,9,2,17,8,0,-1.3
COc1ccc(N2CCCCn3c2nc2c3c(=O)[nH]c(=O)n2C)cc1,20,12,18,0,-10,-26,-1,-1.3
Cc1ccc(-c2cc(C(F)F)n3ncc(C(=O)Nc4cn(C)nc4C)c3n2)cc1,-4,22,2,-8,17,16,1,3.4
Cc1[nH]c(=O)[nH]c(=O)c1S(=O)(=O)Nc1cccc([N+](=O)[O-])c1C,-15,11,8,2,9,-1,-1,1.4
CCc1noc(C)c1C(=O)Nc1ccc(-c2nnc3n2CCCCC3)cc1,7,3,14,5,4,0,-3,0.7
Cc1c(C(=O)NCCSCc2ccc(Cl)cc2Cl)cccc1[N+](=O)[O-],40,-6,36,36,-34,-19,-2,-1.2
Cc1cc(Br)ccc1NC(=O)C1CCN(S(=O)(=O)c2cnc[nH]2)CC1,5,10,-6,-3,12,6,-1,0.7
CCOc1ccccc1OCCC(=O)OCC(=O)Nc1c(C)cc(C)cc1C,18,13,26,-3,7,-1,0,0.4
COc1ccccc1-n1c(C)nc(=O)c(-c2ccccc2)c1C,8,12,5,-9,5,3,1,0.0
O=C(CSc1nc2ccccc2c(=O)n1CCCO)N1CCc2ccccc21,4,6,-3,-3,7,-2,-2,-0.4
Cc1ccc(NC(=O)CCc2ccc(C)o2)c(Br)c1,7,-54,28,2,-80,-40,-2,5.2
COc1ccc(S(=O)(=O)N2CCCN(S(=O)(=O)c3ccc(OC)c(C)c3)CC2)cc1C,20,15,27,11,-23,-1,-4,-0.7
Cc1ccc(C(C)C)c(OCCCNCc2cccnc2)c1,2,5,8,5,15,10,-3,-0.5
O=C(NC1CCCC1)c1cc(-c2ccccc2Cl)on1,17,-91,38,10,-109,-124,-4,5.4
O=C(Nc1ccccc1)C1Cc2ccccc2CN1C(=O)c1ccco1 (stereo unspecified),29,-52,11,15,-226,-150,2,4.4
CCN1C=C(Cc2cccs2)C2=C(C1)C(c1cccs1)C(C#N)=C(N)O2 (stereo unspecified),6,30,9,16,13,18,-5,-3.1
COCCn1c(SCC(=O)Nc2ccc(F)cc2)nc2c(oc3ccccc32)c1=O,27,9,7,-2,10,-8,1,-1.3
CN(C)c1ccc(S(=O)(=O)N2CCCCC2)cc1NC(=O)CN1C(=O)NC(C)(c2ccccc2)C1=O (stereo unspecified),-1,-4,5,4,-14,-12,-2,1.1
CCOC(=O)/C=c1\s/c(=C(\C#N)C(=O)NC)n(-c2ccccc2)c1=O,13,-34,18,-2,-18,8,3,1.2
O=C1CCCC(=O)N1c1ccc(O)cc1,5,21,-3,-7,10,14,-1,-3.0
COc1cc(NC(=O)c2cccnc2Sc2ccc(Cl)cc2)cc(OC)c1OC,38,16,10,31,15,2,-1,-1.4
O=C(O)c1ccc(COc2ccccc2C=C2C(=O)c3ccccc3C2=O)cc1,40,8,28,27,-33,-10,2,-0.9
CC1Cc2ccccc2N1S(=O)(=O)c1ccc(Cl)nc1 (stereo unspecified),7,8,1,-8,22,4,0,-0.7

# An excerpt from above with just tim23-1 inh:
canonical_smiles | tim23-1 inh
Cc1ccc(S(=O)(=O)CC(=O)Nc2sc(C)c(C)c2C(N)=O)cc1 | 9
O=C(NC1CCCC1)c1cc(-c2ccccc2Cl)on1 | 38

# Additional entries:
SMILES,tim10-1 inh,Mdm2 MdmX PPI,tim23-1 inh,TIM10 inh,697 NFkB inh,Jurkat NFkB inh,XBP1 UPR activ,CHOP UPR activ
Cn1nnnc1SCCNCc1ccncc1,6,6,-8,20,2,-2,-2,0.5
Cc1cc(C)c(NC(=O)c2oc3ccccc3c2COc2ccccc2)c(C)c1,17,12,17,16,-5,-11,1,1.3
CC(C)(Cc1cc(CC(C)(C)C(=O)O)cc(C(C)(C)C)c1)C(=O)O,10,-23,16,-1,-12,11,3,-0.9
O=C(Nc1ccc(-n2cccn2)cc1)C1CCN(Cc2ccccn2)CC1,-7,14,5,5,10,-1,-7,2.8
O=C1C2C(c3ccccc3)C=CC(c3ccccc3)C2C(=O)N1c1ccncc1 (stereo unspecified),41*,-14,53*,14,4,-8,1,0.4
CN(C)c1ncc(C2=C(Cl)C(=O)C(N3CCCC3)=C(Cl)C2=O)s1,18,-17,11,19,1,14,1,83*
Cc1ccc(CNC(=O)CCNC(=O)N2CCn3c2nc2ccccc23)cc1,5,22,-8,-1,-3,-7,-2,2.0
COCCNC(=O)C(c1ccc(O)cc1)N(Cc1ccco1)C(=O)CCC(=O)Nc1nccs1 (stereo unspecified),9,-15,-7,0,-28,-14,-3,0.9
O=c1c2ccsc2ncn1Cc1ccc(Cl)cc1,-2,-29,9,-8,-39,-31,-1,-1.9
COC(=O)c1cc(C(=O)N2CCN(c3cccc(Cl)c3)CC2)cc([N+](=O)[O-])c1,21,42,21,3,-6,49,4,-0.7
Cc1ccc(/C=C/C(=O)OCc2nc(N)nc(Nc3ccccc3C)n2)o1,3,-2,8,12,-5,5,2,0.1
CCOC(=O)C1=C(c2ccccc2)N(C)C(=O)NC1c1ccc(O)c(OC)c1 (stereo unspecified),29,-5,22,6,-10,-39,-2,0.7
COC(=O)CNC(=O)C(C)NC(=O)OCc1ccccc1 (stereo unspecified),0,-5,-5,8,-5,9,-1,-1.3
Nc1ncc(Br)cc1S(=O)(=O)NCCC(=O)NC1CCCCC1,-7,10,2,5,-1,0,-2,0.0
Cc1ccc2nc(-c3ccc4c(c3)NC(=O)CO4)cn2c1,20,-112,35,46*,-74,-85,2,6.0
CC(C)(C)c1cc(C(=O)NC2CC2)n(Cc2ccc(F)cc2)n1,21,9,10,15,3,-8,-3,-0.1
COc1ccc(CCC(C)NCc2cc(OC)cc(OC)c2)cc1 (stereo unspecified),4,-15,-9,1,8,8,-3,-2.3
COC(=O)c1sc(N2C(=O)c3oc4ccccc4c(=O)c3C2c2cccc(O)c2)nc1C (stereo unspecified),3,8,21,18,20,3,-1,0.1
COCCOC(=O)c1c(NC(=O)COC(=O)Cc2cccc(OC)c2)sc(C(N)=O)c1C,-7,14,-9,3,-11,-2,0,1.3
CCOC(=O)N1CCC(NC(=O)c2cccc3c2C(=O)N(CCOC)C3)CC1,10,-4,4,10,-2,-7,-2,1.2
CCCCSc1nc2ccccc2[nH]1,-13,-1,10,-1,-26,-8,2,2.7
CCS(=O)(=O)c1nc(NC(C)=O)n[nH]1,-9,14,-1,-8,3,18,-3,-1.7
COc1ccc(S(=O)(=O)NCCSC(C)(C)C)cc1,30,-6,25,19,-9,1,1,-2.8
O=C1NC(O)(c2ccccc2)Oc2ccccc21 (stereo unspecified),-32,-15,2,2,18,5,-1,1.6
Cc1ccc(C(=O)Nc2cccnc2Oc2ccc(Cl)cc2)cc1,26,9,36,20,10,7,3,-0.5

# Sorted by the number under XBP1 UPR activ (smallest number first): 4 from the list above.
structure,Mdm2 MdmX PPI,697 NFkB inh,Jurkat NFkB inh,XBP1 UPR activ
COCCNC(=O)C(c1ccc(O)cc1)N(Cc1ccco1)C(=O)CCC(=O)Nc1nccs1 (stereo unspecified),-15,-28,-14,-3
O=C1NC(O)(c2ccccc2)Oc2ccccc21 (stereo unspecified),-15,18,5,-1
COCCOC(=O)c1c(NC(=O)COC(=O)Cc2cccc(OC)c2)sc(C(N)=O)c1C,14,-11,-2,0
COC(=O)c1cc(C(=O)N2CCN(c3cccc(Cl)c3)CC2)cc([N+](=O)[O-])c1,42,-6,49,4

# (list continues)
SMILES,tim10-1 inh,Mdm2 MdmX PPI,tim23-1 inh,TIM10 inh,697 NFkB inh,Jurkat NFkB inh,XBP1 UPR activ,CHOP UPR activ
CCCN(CCC)C(=O)C1c2ccccc2Oc2ccccc21,16,16,32,12,9,12,4,-0.6
CCN(CC)c1nc2c(s1)C(=O)NCCC2,-12,17,-1,-3,7,-21,-3,0.1
O=C(NCc1ccccc1)C1CCN(S(=O)(=O)c2ccc(N3CCCC3=O)cc2)CC1,-5,21,1,3,-6,10,-5,0.9
COc1ccc(/C=C2\Sc3ccc(C(=O)NCc4cccnc4)cc3N(C)C2=O)cc1OC,6,8,5,21,15,8,0,0.0
O=[N+]([O-])c1ccc2c(c1)C(N1CCOCC1)/C(=C/COc1ccc(F)cc1)O2 (stereo unspecified),-19,-2,-7,-8,-80,-10,-5,-2.6
CCn1c(=O)c2ccccc2n(CC(=O)NCCC2=CCCCC2)c1=O,-9,-8,4,14,15,9,-7,1.8
O=C(Nc1cccnc1)Nc1ccc(F)c(Cl)c1,9,-22,10,-2,2,-1,0,1.7
CCOc1cc(N2CCOCC2)c(OCC)cc1NC(=O)C1CC(=O)N(c2ccc(C)cc2)C1 (stereo unspecified),-3,11,5,9,9,11,-3,0.4
N#CC1(Nc2ccccc2)C(=O)Nc2ccccc21 (stereo unspecified),12,2,19,-7,17,6,-2,-0.2
COCCCn1c(SCC(=O)Nc2ccc3c(c2)OCCO3)nnc1-c1ccoc1C,18,16,10,6,-25,-15,-1,-4.5
COC(=O)C1CCN(C(=O)/C=C/c2ccc3c(c2)OCO3)CC1,-4,9,0,-8,-100,-20,0,4.8
CC(C(=O)c1ccc(Br)cc1)[n+]1cccc2ccccc21 (stereo unspecified),15,44,14,-4,-1,-6,0,-0.5
Cn1cccc1Cc1nnc(SCC(=O)NCC2CCCO2)n1CCc1ccccc1 (stereo unspecified),10,-7,21,5,4,-31,1,-0.7
O=C(Cc1ccccc1)NC1(O)C(=O)c2ccccc2C1=O,-3,20,-6,13,28,8,1,-0.7
CC1CC(C)CN(CCC(=O)Nc2ccc(Br)cc2)C1 (stereo unspecified),-4,-6,-21,-9,2,2,-2,0.1
O=[N+]([O-])c1cccc(CN2CCN(c3cccc4[nH]ccc34)CC2)c1,31,-13,9,-2,3,-19,0,2.2
COc1ccc(C(=O)N2CCC(=O)N(C(CO)Cc3ccccc3)CC2)cc1 (stereo unspecified),-4,-7,3,-5,14,-9,-2,0.4
NS(=O)(=O)c1cccc(NC(=O)c2cccc3c(Br)cccc23)c1,-22,23,3,0,10,-3,-6,0.6
COc1cc2c(cc1OC)C(C(=O)NC(C)c1ccccc1)CC(=O)N2 (stereo unspecified),-14,-4,0,-4,13,-4,-2,-0.2
O=C(Nc1ccccc1)OCCNC(=O)c1cccc(Br)c1,-22,1,1,-21,8,-5,-4,-0.5
CCN(Cc1ccccc1)S(=O)(=O)c1cc(C(=O)NCC2CCCCC2)ccc1OC,19,20,20,8,-17,-4,-1,4.6
O=S(=O)(Nc1ccc(N2CCOCC2)cc1)c1ccc(F)cc1,3,-13,-2,-1,5,2,-2,-0.5
